Source: PubChem BioAssay (several laboratories)
RTF Ca sens act: increases calcium sensitivity of human cardiac regulated thin filaments. IANBD-labeled TnC RTF fluorescence at EC20 calcium; 0% EC20 calcium, 100% full calcium. activation, % at 7.2 µM. hit rate 0.24% among 340,000;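 active = activation above the mean over all tested compounds plus 3 SD, cut at about 30% in these data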;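 note: rise in fluorescence read as greater calcium sensitivity of cardiac thin filaments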
HTR5A inv ag: counter-screen for OPRM1-OPRD1 inverse agonists: human HTR5A inverse agonism. hit rate 0.083% among 340,000. P47898. inhibition, % at 9.3 µM. HTR5A cell line, luminescence; in the data active = inhibition mostly above about 23%, no sharp cut-off; inactive = mostly below about 18%;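 note: 0% = cells with DMSO and 100% = no-cell wells with DMSO; some compounds called inactive have numbers as strong as hits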
Target sequence (P47898 whole entry, looked up): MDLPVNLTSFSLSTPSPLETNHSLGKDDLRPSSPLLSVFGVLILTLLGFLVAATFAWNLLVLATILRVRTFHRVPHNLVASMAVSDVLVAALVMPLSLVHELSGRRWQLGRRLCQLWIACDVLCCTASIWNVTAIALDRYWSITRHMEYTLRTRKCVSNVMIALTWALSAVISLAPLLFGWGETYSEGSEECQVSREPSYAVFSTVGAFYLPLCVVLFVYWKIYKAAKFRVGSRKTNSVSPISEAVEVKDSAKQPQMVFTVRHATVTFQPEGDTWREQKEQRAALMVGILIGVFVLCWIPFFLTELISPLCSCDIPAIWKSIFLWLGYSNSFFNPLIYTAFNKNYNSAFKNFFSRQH
RTF Ca sens inh: cardiac RTF calcium desensitization. hit rate 0.12% among 340,000. AID 493244. P19429+P45379. IANBD-labeled cardiac RTF, Ca2+ fluorescence. inhibition, % at 7.15 µM;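 active = inhibition above the mean inhibition of all tested compounds plus 3 SD, cut at about 17% in these data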;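 note: assay run at fixed EC70 calcium of 1.6 mM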
C-LANA FP: inhibitors of KSHV LANA C-terminal domain DNA binding. MBP-C-LANA/FAM-LBS DNA binding, fluorescence polarization. inhibition, % at 9 µM. hit rate 0.078% among 340,000;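 active = highest replicate inhibition at or above 60% at 9 µM, even if other replicates fall short; inactive = all replicates below 60% inhibition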;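 note: 0% = neutral control wells and 100% = 4 µM acridine orange control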
OPRM1-OPRD1 ag: OPRM1-OPRD1 heterodimerization agonism; hit rate 0.3% among 340,000; activation, % at 9.3 µM; cells, luminescence; P35372+P41143; in the data active = activation above about 18%;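 note: 0% = vehicle-treated cells and 100% = reference agonist; values of inactives mirror those of a sister screen read the other way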
OPRM1-OPRD1 inv: inverse agonist of human OPRM1-OPRD1 heterodimerization; hit rate 0.21% among 340,000; cell-based MOR-DOR heterodimer luminescence, inverse agonism; inhibition, % at 9.3 µM; P35372+P41143; in the data active = inhibition above about 22%, passing the limit was not always enough;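 note: 0% = cells with DMSO and 100% = wells without cells with DMSO; values of inactives mirror those of a sister screen read the other way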
HTR5A ag ctr: counter-screen for OPRM1-OPRD1 agonists: human HTR5A agonism | P47898 | HTR5A agonist assay, luminescence, cell-based | activation, % at 9.3 µM | hit rate 0.61% among 340,000 | AID 504692; in the data active = activation mostly above about 9.5%, no sharp cut-off; inactive = mostly below about 7.6%;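 note: 0% = cells with vehicle only and 100% = reference agonist; strong numbers were not always called active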
CAL-PDZ inh HTS: blocks peptide binding to the human CAL PDZ domain. purified CAL PDZ, TMR-peptide fluorescence polarization, 1 h. Q9HD26. hit rate 0.92% among 300,000. AID 602252. inhibition, % at 24.9 µM;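 active = mean inhibition of at least 30% with at least half of replicates also reaching 30%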;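 note: 0% = DMSO neutral control and 100% = excess unlabeled competitor peptide PRC23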
Keap1-Nrf2 PPI: disrupts human Keap1 binding to Nrf2 peptide; Q14145; Keap1 Kelch-Nrf2 peptide fluorescence polarization, 1536-well; inhibition, % at 9.4 µM; hit rate 0.15% among 340,000; AID 504523; in the data active = inhibition above about 12%;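 note: human Keap1 Kelch domain with fluorescein labeled Nrf2 9mer peptide probe; 0% = neutral control wells and 100% = peptide positive control; higher means more block of Keap1 binding to Nrf2 peptide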
Target sequence (Q14145 whole entry, looked up, the tested form may be a part): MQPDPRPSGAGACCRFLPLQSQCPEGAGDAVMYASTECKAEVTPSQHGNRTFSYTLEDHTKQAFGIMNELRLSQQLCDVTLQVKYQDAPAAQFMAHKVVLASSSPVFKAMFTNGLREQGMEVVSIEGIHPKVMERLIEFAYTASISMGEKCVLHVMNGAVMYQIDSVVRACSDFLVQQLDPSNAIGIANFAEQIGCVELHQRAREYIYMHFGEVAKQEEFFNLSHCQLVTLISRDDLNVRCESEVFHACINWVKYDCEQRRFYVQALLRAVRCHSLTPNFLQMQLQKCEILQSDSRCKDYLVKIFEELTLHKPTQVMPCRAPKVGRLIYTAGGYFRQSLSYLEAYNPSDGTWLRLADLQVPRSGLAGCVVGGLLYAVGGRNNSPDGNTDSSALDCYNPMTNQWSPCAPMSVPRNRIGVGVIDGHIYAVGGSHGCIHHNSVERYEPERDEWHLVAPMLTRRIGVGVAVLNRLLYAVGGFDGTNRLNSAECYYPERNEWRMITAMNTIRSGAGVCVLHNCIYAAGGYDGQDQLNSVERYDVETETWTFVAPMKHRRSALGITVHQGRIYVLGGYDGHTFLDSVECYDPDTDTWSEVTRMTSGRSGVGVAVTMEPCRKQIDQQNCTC
V-ATPase pH: regulators of yeast V-ATPase proton transport | S. cerevisiae, pHLuorin cytosolic pH fluorescence | hit rate 0.37% among 350,000 | response, % at 10 µM | AID 504577; in the data active = response mostly above about 7.3%, no sharp cut-off; inactive = mostly below about 5.4%; note: actives read high; inactives centre near 0; some compounds called inactive have numbers as strong as hits; reference of the scale not given here
An asterisk follows results filed as active; / = no result given. An unsorted share of the library; about 2.8% have a hit in one of these screens.

SMILES	RTF Ca sens act	HTR5A inv ag	RTF Ca sens inh	C-LANA FP	OPRM1-OPRD1 ag	OPRM1-OPRD1 inv	HTR5A ag ctr	CAL-PDZ inh HTS	Keap1-Nrf2 PPI	V-ATPase pH
O=C1NC(c2ccc(Cl)cc2)Nc2ccccc21 (stereo not drawn)	14	11	-6	0.2	2.0	-10	-4	5	-1	0
CCC(=O)Nc1sccc1C(=O)OC	3	-19	-2	1.3	-1.9	11	1	/	2	0
COc1ccc(N/N=C(/C#N)S(=O)(=O)c2nsc(C)c2C#N)cc1	-6	-20	1	-0.2	-1.2	7	7	-2	-3	-4
NC(N)=N/N=C/c1ccc(OCc2ccccc2)c(OCc2ccccc2)c1	-6	-17	3	-0.5	12	-66	6	-5	-1	0
CCOC(=O)N1CCN(C(=O)CSc2nc(C)nc3c2c(=O)n(C)c(=O)n3C)CC1	-3	-15	-8	-1.2	-0.8	4	6	1	-2	1
CSc1ccccc1C(=O)OCC(=O)Nc1cccnc1Cl	-5	-3	6	0.8	-0.7	4	1	4	2	-3
CCCCN(CC)C(=O)Cc1ccc(Br)cc1	8	-19	-6	-0.3	2.4	-12	6	4	-7	7
O=C(CN1CCN(S(=O)(=O)c2ccc(Br)s2)CC1)N1CCCCC1	-1	-19	3	1.8	-0.6	2	1	-3	-3	-4
Cc1cc(C(=O)NNC(=O)c2cccc([N+](=O)[O-])c2)n[nH]1	6	13	-8	-2.8	-4.4	17	-5	-2	-4	3
Cn1c(N)c(C(=O)COC(=O)C2(c3ccccc3F)CCCC2)c(=O)n(C)c1=O	3	-11	-7	-1.8	-2.4	13	4	-6	0	0
O=C(CSc1ccccc1C(=O)NCc1ccccc1)NC12CC3CC(CC(C3)C1)C2	9	-2	3	0.1	-2.3	12	-4	-3	-3	1
Cc1[nH]n(-c2ccccc2)c(=O)c1N=Nc1c(O)cc(S(=O)(=O)N(C)C)c2ccccc12	-2	14	-1	0.4	-2.7	15	-5	-2	-1	4
Cn1cc(Br)c(C(=O)NNC(=O)c2cccc(Br)c2)n1	3	-5	-5	0.2	-0.5	3	2	4	8	-4
CC(C)CN1CCN(Cc2cn(C)c3ccccc23)CC1CCO (stereo not drawn)	-5	5	-13	0.6	0.8	-4	-1	-7	-5	-1
NC(=O)CSc1nnc(Cn2c(=O)sc3ccccc32)n1-c1ccccc1	-8	18	-2	-2.8	-4.3	21	-7	-2	-1	-3
CCCCCCn1nc(C(=O)N(CC(C)C)c2c(N)n(CCCC)c(=O)[nH]c2=O)c2ccccc2c1=O	3	-13	-3	1.4	-2.1	8	5	-3	-4	2
CCOc1ccc(C(=O)NCc2ccc3c(c2)OCO3)cc1	-8	4	-6	-1.5	0.8	-4	-1	-2	0	7
CCOc1ccccc1-c1cc(C(=O)Nc2ccc(C(=O)O)cc2)c2ccccc2n1	-4	-1	-5	0.3	-2.7	12	0	7	-10	-2
O=C(c1ccc2c(c1)OCO2)N1CCCN(C(=O)c2ccc3c(c2)OCO3)CC1	-4	-17	-12	0.7	-1.1	6	6	-1	0	1
O=C(OCCc1cc2ccccc2c(=O)o1)c1cccs1	5	-10	-4	-2.6	-1.2	5	-1	-5	-5	1
Nc1ccn(-c2ccccc2)c(=O)c1	-4	-17	2	1.3	-0.2	1	1	-1	0	2
CCC(c1nnnn1Cc1ccc(OC)cc1)N1CCN(C(=O)c2ccco2)CC1 (stereo not drawn)	-1	-13	3	3.3	-1.6	9	5	-6	3	-3
CCOC(=O)/C(=N/Nc1ccc(C)cc1)S(=O)(=O)c1ccc(Cl)cc1	11	-7	-6	-0.6	3.0	-17	0	-4	-2	2
CCN1C(=O)[C@H]2[C@@H](c3ccc(C)cc3)N3C(=O)N(c4ccc(OC)cc4)C(=O)[C@@]3(CC)[C@H]2C1=O	-2	-13	-2	2.1	-0.5	3	0	-1	-6	3
CCN(CC)c1ccc(C2C3CCCCC3(O)CCN2CC(=O)Nc2ccccc2)cc1 (stereo not drawn)	1	2	-5	0.2	4.3	-19	-1	-2	1	-7
CCS(=O)(=O)Nc1cc(C(=O)O)ccc1C	-4	-9	-3	1.9	-3.7	19	3	5	-1	0
COCCNC(=O)C(c1ccc(F)cc1)N(C(=O)CCC(=O)Nc1ccccn1)c1ccc(C)cc1 (stereo not drawn)	3	-19	4	-0.2	-1.8	13	3	-3	0	1
COc1cccc(C(c2nnnn2Cc2ccc(F)cc2)N2CCC(C(N)=O)CC2)c1OC (stereo not drawn)	-4	15	-1	-0.8	-4.0	17	-6	3	-3	3
CCCCN(C(=O)c1ccc(N(C)S(=O)(=O)c2ccc(C)cc2)cc1)c1c(N)n(CCCC)c(=O)[nH]c1=O	0	-1	-9	-0.5	-0.5	3	0	-4	1	2
COc1ccc(NS(=O)(=O)c2ccc(C(=O)Nc3c(C)n(C)n(-c4ccccc4)c3=O)cc2)cc1	-4	-1	3	0.2	-2.3	12	0	/	1	3
COCCCn1c(SCC(=O)NCc2ccco2)nc2sc3c(c2c1=O)CCC3	6	0	-6	2.0	-0.9	5	0	-8	-2	4
CC(=O)N/C(=N/c1nc(C)cc(C)n1)Nc1cccc(C)c1C	-3	23	0	15	-2.7	13	-6	-1	1	-7
Cc1ccc(NS(=O)(=O)c2cccc(C(=O)NCC(c3ccco3)N3CCCC3)c2)cc1 (stereo not drawn)	-3	8	-6	-1.8	5.0	-21	-3	7	-8	-3
CCN(Cc1ccncc1)C(=O)C1CCN(S(=O)(=O)c2cccs2)CC1	-7	-5	11	2.2	0.7	-4	4	-2	-2	0
O=C(CCC1CCCCC1)Nc1cc(C(F)(F)F)ccc1N1CCOCC1	-9	-31	-4	0.0	3.0	-21	12	-3	-1	-2
CC(=O)N1CCCc2ccccc21	15	9	-6	0.5	0.0	0	-4	-3	-2	1
Cc1nc(NC(=O)c2ccco2)sc1C(=O)O	-3	-21	-12	-4.5	-2.5	16	5	-2	0	0
COc1ccc(CN=C2NC(=O)CC(C(=O)Nc3ccc(Cl)cc3)S2)cc1 (stereo not drawn)	1	-14	2	3.0	-1.4	8	5	-4	3	-1
CCOC(=O)c1c(C)nsc1NC(=O)C1CCCCC1	-4	-32	5	-0.7	5.1	-25	9	0	-7	3
CC1(C)CC(=O)C=C(NNC(=O)c2ccc(N)cc2)C1	-2	33	5	2.2	-1.0	6	3	-7	-3	0
COc1ccc(C(=O)n2nc(-c3ccc(Cl)cc3)nc2N)cc1OC	1	-16	-3	0.5	-2.0	11	2	-3	-1	-4
Cc1ccnc2nc(C(=O)OCC(=O)Nc3ccccc3C(C)(C)C)nn12	2	11	2	-1.1	-2.0	11	2	-4	-3	0
O=C1CCSc2ccc(Cl)cc2N1Cc1ccc(Cl)cc1	-2	4	-6	0.4	10	-47	0	11	-4	-4
CCOC(=O)N1CCN(C(=O)c2ccc3c(c2)N=C(C)c2cc(Cl)ccc2S3)CC1	1	-3	1	-0.3	-0.6	3	1	1	-2	-3
O=C(NNc1ccccc1)NC(Cc1ccccc1)C(=O)O (stereo not drawn)	-4	3	-3	0.9	-3.2	17	-1	-2	-3	3
Cc1ccc(-c2csc(NC(=O)C3=NN(c4ccccc4)C(=O)CC3)n2)cc1	-3	9	-1	2.9	-2.0	10	0	-5	0	-1
O=C(Oc1ccc(-c2nnco2)cc1)c1ccco1	-1	7	0	-1.3	-1.8	10	-3	-4	-1	-2
Cc1ccc2nc(NC(=O)c3ccc(Cn4cc(Cl)cn4)o3)sc2c1	-2	2	-21	-4.1	1.5	-9	-1	-3	0	-5
COc1cc(CCCN2CCNC[C@@H]2CC2CCCCC2)cc(OC)c1OC	-1	-8	-18	2.7	-2.3	12	-2	0	-3	2
COc1ccc(S(=O)(=O)N2CCC(C(=O)NCCN3CCOCC3)CC2)cc1	0	15	-7	-1.0	0.1	0	-1	-3	-1	8

Later entries
SMILES	RTF Ca sens act	HTR5A inv ag	RTF Ca sens inh	C-LANA FP	OPRM1-OPRD1 ag	OPRM1-OPRD1 inv	HTR5A ag ctr	CAL-PDZ inh HTS	Keap1-Nrf2 PPI	V-ATPase pH
COC(=O)CSC1=NS(=O)(=O)c2ccccc21	-3	-3	-16	-0.2	-1.1	6	1	-8	8	11*
COc1ccc(OC)c2sc(N3CCCCC3)nc12	-1	3	-5	-1.1	-2.5	15	-1	-6	-1	0
O=C(N/N=C/c1c(-c2ccccc2)[nH]c2ccccc12)c1cccnc1	-2	3	11	2.2	-2.8	14	7	/	-2	-1
O=C(COC(=O)[C@@H]1CCCN1C(=O)c1cccs1)Nc1ccc(Br)cc1	-1	-17	2	1.1	-3.1	15	4	-4	-2	-2
CCc1nnc(NC(=O)CSc2nnc(-c3ccco3)n2CC)s1	6	26	-2	1.5	-2.6	14	1	-15	-5	-1
O=S(=O)(c1ccc(Cl)cc1)N1CCC2(CC1)OCCN2S(=O)(=O)c1cccs1	-5	14	-19	0.8	-3.8	19	5	/	2	-10
COc1cc(CNCc2ccc(C)cc2)cc(OC)c1OC	0	-19	-5	0.1	-2.3	12	7	-2	1	4
C[C@@H](C(=O)N1CCNCC1)n1cc(CCCN=C(N)N)nn1	18	-15	-13	0.6	-0.2	1	4	-3	-2	3
O=C(Nc1ccccc1)C1=C[C@H](C2CC2)C[C@H](OCCCCO)O1	-2	4	-1	0.1	-1.6	9	-2	-5	-2	4
Cc1c(C(=O)Nc2ccccc2N2CCN(C)CC2)oc2ccc(F)cc12	0	-9	4	1.3	2.7	-17	3	-8	0	2
Cc1ccc(/C=N\NC(=O)C2CC(=O)N(c3ccccc3)C2)o1 (stereo not drawn)	/	/	/	0.7	/	/	/	23	-5	-1
COc1cc(CC(=O)OCC(=O)N2CC(C)CC(C)C2)cc(OC)c1OC (stereo not drawn)	-2	-12	-1	0.3	-0.1	1	3	-1	0	-6
O=C(Cn1nc(C(F)(F)F)cc1C1CC1)NCc1ccccc1F	7	6	-8	-1.1	2.1	-11	0	10	-4	2
O=c1ccc(-c2ccc([N+](=O)[O-])cc2)nn1-c1ccccc1	1	-2	4	0.5	2.0	-15	1	-2	-1	0
COCCCNC(=O)Cn1ccc(N)nc1=O	-2	-4	4	-0.6	2.1	-12	3	0	-7	0
COc1ccc(N2CCN(S(=O)(=O)c3cccc4nsnc34)CC2)cc1	3	10	0	-0.6	1.9	-12	-4	-1	0	1
CCCC(=O)Nc1ccc(Oc2ccc(NC(=O)CCC)cc2)cc1	1	-1	-3	2.1	0.0	0	0	0	-5	4
O=C(Nc1cccc(C(F)(F)F)c1)c1cc(-c2ccco2)on1	-2	3	2	-0.9	3.6	-25	4	1	0	-3
CC(C)CNC(=S)N1CCN(c2nc(-c3ccc(Cl)cc3)cs2)CC1	-3	-17	1	-0.2	1.7	-8	4	0	2	-1
C=CCCO[C@@H]1O[C@@H](C)[C@H](O)C[C@H]1O	-2	8	-3	0.5	-4.4	24	0	-1	-3	-8
CCCCN1CC(=O)N2[C@H](c3ccc(OC)cc3)[C@@H]3C(=O)N(CC)C(=O)[C@@H]3[C@]2(Cc2ccccc2)C1=O	6	-17	6	0.8	-1.1	6	-6	-5	-5	-11
O=c1cc(CSc2nnc(-c3cccnc3)n2-c2ccccc2F)nc2sccn12	0	-5	-6	2.6	-2.4	13	2	-2	0	-2
